# Screens as filed in PubChem BioAssay.
# HIF act: HIF pathway transcriptional activators, primary screen, cell-based, U2OS HRE-luciferase, luminescence; U2OS HRE-luciferase reporter; normalized: DMSO 0%, desferrioxamine 100%; activation, % at 7.5 µM (by protocol); 300,000 compounds, 0.32% hits;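 active = mean activation of at least 10% of the iron chelator positive control signal, with at least half of replicates also reaching 10%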
# TRPC4 block: inhibitors of mouse TRPC4 channel, primary screen, Fluo4 calcium, HEK293 TRPC4beta/mu-opioid cells. Short transient receptor potential channel 4 (Mus musculus), Q9QUQ5. DAMGO-evoked Fluo4 calcium flux; hits give low values. B-score at 10 µM. 300,000 compounds, 0.39% hits. AID 2247, 2010;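 active = B-score over 3 SD under the library average, no early fluorescence shift, positive overall ratio signal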
#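 System: stable TRPC4beta/mu-opioid receptor HEK293 cells; Dosing: single-point compound dosing; Measured by: Fluo4 Ca2+ flux fluorescence; Read-out basis: per-well B score of integrated baseline-normalized Fluo4 ratio.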
# aSyn UTR inh: MLPCN primary screen, SNCA 5' untranslated region. alpha-synuclein 5'UTR reporter, inhibitor activity. inhibition, % (tested at 7.5 µM). 300,000 compounds, 0.82% hits. AID 1813, 2009; in the data active = inhibition above about 60%;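 note: H4 neuroglioblastoma cells stably carrying SNCA 5'UTR luciferase fusion; 0% = DMSO wells and 100% = positive control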
# TRPC6 activator: mouse TRPC6 channel activators, primary screen, cell-based, HEK293, membrane potential dye | Short transient receptor potential channel 6 (Mus musculus), Q61143 | HEK293-TRPC6 membrane potential dye fluorescence; hits give high values | B-score at 10 µM | 310,000 compounds, 0.13% hits | AID 2550, 2010;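 active = B-score of the integrated fluorescence ratio above library mean plus 3 SD, and starting fluorescence ratio within library mean plus 5 SD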;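 note: higher score means more depolarization so channel activation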
# Target sequence (Q61143 whole entry, looked up): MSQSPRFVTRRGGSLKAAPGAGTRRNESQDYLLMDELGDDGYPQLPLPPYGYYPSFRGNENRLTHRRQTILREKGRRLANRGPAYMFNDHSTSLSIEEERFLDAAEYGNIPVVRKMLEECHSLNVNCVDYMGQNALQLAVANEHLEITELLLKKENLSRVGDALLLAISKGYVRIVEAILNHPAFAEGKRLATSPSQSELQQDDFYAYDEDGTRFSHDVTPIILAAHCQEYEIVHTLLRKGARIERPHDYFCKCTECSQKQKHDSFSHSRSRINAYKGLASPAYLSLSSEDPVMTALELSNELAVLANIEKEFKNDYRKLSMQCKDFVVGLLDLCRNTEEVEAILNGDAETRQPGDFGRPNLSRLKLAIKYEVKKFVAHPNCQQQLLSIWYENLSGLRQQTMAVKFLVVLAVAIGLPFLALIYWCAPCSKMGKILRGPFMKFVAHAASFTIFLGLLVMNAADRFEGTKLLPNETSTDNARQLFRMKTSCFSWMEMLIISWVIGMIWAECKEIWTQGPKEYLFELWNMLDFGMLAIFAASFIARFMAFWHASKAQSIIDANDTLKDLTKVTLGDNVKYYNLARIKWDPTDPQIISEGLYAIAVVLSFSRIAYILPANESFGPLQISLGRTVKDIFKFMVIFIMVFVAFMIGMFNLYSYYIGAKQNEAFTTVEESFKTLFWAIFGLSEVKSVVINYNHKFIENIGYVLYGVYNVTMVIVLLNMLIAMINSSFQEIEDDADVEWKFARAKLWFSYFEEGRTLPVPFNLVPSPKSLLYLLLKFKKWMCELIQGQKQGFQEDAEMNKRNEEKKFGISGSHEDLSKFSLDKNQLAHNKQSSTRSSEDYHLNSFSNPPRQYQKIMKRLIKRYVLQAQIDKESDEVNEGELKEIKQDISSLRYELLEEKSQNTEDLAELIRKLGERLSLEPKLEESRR
# MrgX1 antag: antagonists of human MrgX1 receptor, primary screen, HEK293 cells, Fluo-4 calcium flux; Mas-related G-protein coupled receptor member X1 (Homo sapiens), Q96LB2; BAM8-22 antagonism; hits give low values; B-score at 10 µM; 310,000 compounds, 1.3% hits;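 active = calcium-response B-score plate-corrected more than 3 library SD below zero, starting fluorescence within 5 deviations, no agonist response on first addition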;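 note: peak minus trough fluorescence over baseline after final BAM8-22 challenge near maximal dose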
# KLF5 inhibitor: KLF5 expression inhibitors, primary screen, DLD-1 cells, luminescence | DLD-1 KLF5 promoter-luciferase reporter | inhibition, % at 5 µM | 290,000 compounds, 0.23% hits | AID 1700, 2009;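 active = inhibition above a per-plate limit of that plate's mean compound inhibition plus 3 SD, cut at about 60% in these data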;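 note: 0% = DMSO wells and 100% = LY294002 at 200 µM; higher means less KLF5 promoter-driven luciferase light; inactives centre near -14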
# TRPC4 act: activators of mouse TRPC4 channel, primary screen, Fluo4 calcium, HEK293 TRPC4beta/mu-opioid cells. Short transient receptor potential channel 4 (Mus musculus), Q9QUQ5. Fluo4 calcium fluorescence; hits give high values. B-score at 10 µM. 310,000 compounds, 0.49% hits. AID 2237, 2010;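 active = B-score above 5 SD of library B-scores, and initial fluorescence ratio not above library mean plus 5 SD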;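 note: positive B-score marks a calcium rise read as TRPC4 activation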
#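 system = HEK293 cells stably co-expressing mouse TRPC4beta and mu-opioid receptor | schedule = Fluo4 dye loading 45 min at room temperature, 110 s recording | measure = B-scored integrated calcium fluorescence ratio | signal = Fluo4 calcium-sensitive dye fluorescence, kinetic, 1 Hz baseline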
# IEC-6 cytotox: cytotoxicity in IEC-6 intestinal epithelial cells, primary screen, cytotoxicity control for KLF5 inhibitor project, cell-based, luminescence; 290,000 compounds, 0.78% hits; inhibition, % at 5 µM; AID 1825, 2009; IEC-6 cytotoxicity, luminescence viability; in the data active = inhibition above about 22%;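 note: 0% = plate median of test compound wells and 100% = cytotoxic reference compound wells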
# TRPC6 inhibitor: mouse TRPC6 channel inhibitors, primary screen, cell-based, HEK293, membrane potential dye. 310,000 compounds, 1.1% hits. Short transient receptor potential channel 6 (Mus musculus), Q61143. B-score at 10 µM. ACh-evoked depolarization; hits give low values;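 active = B-score under library mean minus 3 SD, initial fluorescence not abnormally high, positive integrated signal ratio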;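 note: B-score derived from integrated fluorescence ratio over the kinetic read; more negative B-score means stronger inhibition of depolarization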
# SKKanGAS inh: S. pyogenes SKKanGAS growth inhibitors in kanamycin, primary screen, streptokinase expression inhibitor project, SKKanGAS strain, BacTiter-Glo luminescence; 6 h; inhibition, % at 7.5 µM; 300,000 compounds, 1.3% hits;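 active = mean replicate score, as percent of positive control median, at least 50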;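 note: strain carries kanamycin resistance gene driven by streptokinase promoter and grows in 40 µg/ml kanamycin; loss of luminescence reflects streptokinase promoter inhibition or plain growth inhibition; 0% = median of DMSO wells and 100% = positive control at its reference dose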
# TRPC4 PAM: positive allosteric modulators of TRPC4, primary screen, cell-based, mouse TRPC4beta, HEK293 mu-opioid, Fluo-4 calcium | Short transient receptor potential channel 4 (Mus musculus), Q9QUQ5 | DAMGO EC20, Fluo-4 Ca2+ flux; hits give high values | B-score at 10 µM | 310,000 compounds, 0.42% hits | AID 2227, 2009;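 active = B-score of calcium response area above 5 SD of library B-scores, with initial fluorescence ratio within 5 SD of library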;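 note: B-score of integrated fluorescence ratio over time as area under calcium response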
# * marks the source's active call; other numbers are inactive results; i = inactive; nt = not tested or not shown.
SMILES,HIF act,TRPC4 block,aSyn UTR inh,TRPC6 activator,MrgX1 antag,KLF5 inhibitor,TRPC4 act,IEC-6 cytotox,TRPC6 inhibitor,SKKanGAS inh,TRPC4 PAM
CCCCc1nnc2c(N(C)S(=O)(=O)c3ccccc3)nc3ccccc3n12,-0.5,i,24.5,i,i,-14.0,i,7.6,i,0.0,i
c1ccc(CN2CCC(=NNc3nc4ccccc4[nH]3)CC2)cc1,1.6,i,-42.1,i,i,-81.5,i,8.6,i,6.9,i
Cc1ccc(CSc2ncnc3onc(C)c23)cc1,-0.8,i,-12.6,i,i,-21.2,i,-3.3,i,11.6,i
N[C@H]1C(O)O[C@H](CO)[C@@H](O)[C@@H]1O (stereo partly specified),0.1,i,-7.3,i,i,nt,i,nt,i,0.2,i
COc1ccc(-n2c(-c3ccco3)nc3c(cnn3-c3ccc(C)cc3)c2=O)cc1,-0.5,i,11.2,i,i,-14.8,i,-2.5,i,1.4,i
Cn1c(CC(=O)Nc2ccccc2)nnc1SCCOc1ccccc1,2.0,i,-43.5,i,i,-6.6,i,-0.1,i,-3.8,i
CCCC(=O)n1nc(-c2cccnc2)nc1NCc1ccc(OC)cc1,-0.2,i,-17.3,i,nt,-33.5,i,-2.0,i,5.8,i
COc1cc(-c2cc(C(=O)NCCc3ccc(S(N)(=O)=O)cc3)c3ccccc3n2)cc(OC)c1OC,-0.2,i,13.0,i,i,-3.8,i,2.4,i,14.0,i
CCSc1ncnc2c1oc1ccccc12,0.5,i,-64.3,i,i,9.6,i,-1.7,i,-23.8,i
Cc1ccc(C(=O)O)c(C(=O)Nc2nc3ccccc3s2)c1,1.0,i,0.5,i,i,-29.7,i,-2.8,i,3.3,i
Cc1ccc(NC(=O)c2c(-c3ccccc3Cl)noc2C)nc1,0.2,i,13.2,i,i,10.5,i,-3.4,i,-3.3,i
O=C1NC[C@@H](Cc2cccc3ccccc23)N(CCc2cc(C(F)(F)F)cc(C(F)(F)F)c2)C1=O,-0.4,i,2.4,i,i,nt,i,nt,i,32.9,i
CCN(CC(=O)Nc1ccc(S(=O)(=O)N2CCCC2)cc1)CC(=O)Nc1cccc(OC)c1,-1.0,i,2.7,i,i,-35.6,i,-7.6,i,-2.7,i
O=C(/C=C/c1ccccc1Cl)NCCN1CCOCC1,0.0,i,0.1,i,i,-16.2,i,-0.7,i,6.1,i
CCS(=O)(=O)N1CCC(N2CCC(C)CC2)CC1,-0.3,i,-10.5,i,i,-10.7,i,-0.4,i,-7.5,i
O=C(Cc1ccc([N+](=O)[O-])cc1)NCC1CCCO1 (stereo unspecified),0.1,i,8.4,i,i,6.3,i,-2.1,i,-5.8,i
Cc1cc(C)c(S(=O)(=O)N(C)CC(=O)NCc2ccncc2)c(C)c1,0.4,i,27.5,i,i,-0.8,i,-1.9,i,-7.8,i
CCOC(=O)C(=CNc1ccc(NC2=NCC(C)S2)cc1)C(=O)OCC (stereo unspecified),17.3*,i,9.6,i,i,-21.1,i,10.8,i,-0.3,i
O=[N+]([O-])c1ccc(N2CCN(CC(O)COc3ccccc3)CC2)cc1 (stereo unspecified),-0.1,i,-5.8,i,i,5.1,i,-3.9,i,-4.4,i
CCc1ccc(Nc2nc(C)cc(C)n2)cc1,1.8,i,-179.4,i,i,-81.1,i,-0.8,i,7.7,i
O=C(C1CCCN(S(=O)(=O)c2cccc3nonc23)C1)N1CCN(c2ccccc2)CC1 (stereo unspecified),0.0,i,2.7,i,i,-27.4,i,-4.5,i,-9.0,i
COc1ccc(NC(=O)C2CCCN(S(=O)(=O)c3c(C)n[nH]c3C)C2)cc1OC (stereo unspecified),0.0,i,2.1,i,i,-15.7,i,-1.4,i,3.2,i
O=C(NCc1cccnc1)C1CCCCN1S(=O)(=O)c1ccc(F)cc1 (stereo unspecified),0.0,i,3.9,i,i,-13.5,i,-1.8,i,-8.1,i
COc1ccccc1CC(=O)NNC(=O)c1ccco1,0.1,i,-17.2,i,i,-9.9,i,-7.7,i,-4.8,i
O=C(NNC(=O)c1ccccc1-n1cccc1)c1cccc(Cl)c1,0.0,i,0.3,i,i,-2.0,i,0.5,i,2.7,i

# Laid out differently: two of the compounds above.
canonical_smiles | HIF act | TRPC4 block | aSyn UTR inh | TRPC6 activator | MrgX1 antag | KLF5 inhibitor | TRPC4 act | IEC-6 cytotox | TRPC6 inhibitor | SKKanGAS inh | TRPC4 PAM
CCOC(=O)C(=CNc1ccc(NC2=NCC(C)S2)cc1)C(=O)OCC (stereo unspecified) | 17.3* | i | 9.6 | i | i | -21.1 | i | 10.8 | i | -0.3 | i
O=[N+]([O-])c1ccc(N2CCN(CC(O)COc3ccccc3)CC2)cc1 (stereo unspecified) | -0.1 | i | -5.8 | i | i | 5.1 | i | -3.9 | i | -4.4 | i

# More records:
SMILES,HIF act,TRPC4 block,aSyn UTR inh,TRPC6 activator,MrgX1 antag,KLF5 inhibitor,TRPC4 act,IEC-6 cytotox,TRPC6 inhibitor,SKKanGAS inh,TRPC4 PAM
CCS(=O)(=O)N1Cc2ccccc2CC1C(=O)Nc1ccc(NC(C)=O)cc1 (stereo unspecified),-0.4,i,-10.9,i,i,-0.9,i,2.9,i,0.8,i
O=C(CSc1nnc(COc2cccc3cccnc23)o1)c1ccc(F)cc1,nt,i,27.4,i,i,-2.1,i,18.0,i,-4.3,i
CN(Cc1ccccc1)S(=O)(=O)c1ccc(NS(C)(=O)=O)cc1,-0.1,i,24.1,i,i,-24.6,i,-2.8,i,-1.8,i
CC(C)c1ccc(NC(=O)CCS(=O)(=O)c2cccc3nonc23)cc1,-1.1,i,12.4,i,i,-8.1,i,-2.5,i,-3.1,i
O=C1[C@H]2[C@@H](c3ccc(Cl)cc3)N3C(=O)N(c4cccc(F)c4)C(=O)[C@@]3(Cc3ccc(Cl)cc3)[C@H]2C(=O)N1C1CCCCC1,-0.7,i,31.8,i,i,-5.3,i,1.7,i,6.6,i
CCCCCCCC[n+]1c(C)n(-c2ccccc2)c2ccc(NC(C)=O)cc21,-1.2,i,-9.6,i,i,6.9,i,9.3,i,1.7,i
O=S1(=O)CCC(SCc2nc3sccn3c2Br)C1 (stereo unspecified),-0.4,i,4.0,i,i,-15.7,i,-4.2,i,-3.8,i
N#Cc1ccc(NC(=O)c2cc(-c3cccs3)on2)cc1,-0.1,i,-9.1,i,i,-17.6,i,0.0,i,2.8,i
COc1ccc(C(C)NC(=O)c2ccccc2Br)cc1OC (stereo unspecified),-0.1,i,-22.5,i,i,-6.0,i,-1.5,i,1.4,i
O=[N+]([O-])c1cccc(CSc2ncnc3ccccc23)c1,0.0,i,-30.2,i,i,-16.6,i,14.9,i,19.5,i
CCOC(=O)Cc1csc(NC(=O)c2cccc([N+](=O)[O-])c2)n1,0.7,i,-27.1,i,i,-67.1,i,0.0,i,3.8,i
Cc1nc2cc(NC(=O)Nc3cccc4ccccc34)ccc2n1C,0.2,i,5.1,i,i,-140.2,i,-5.1,i,0.4,i
O=C(CSc1nnc(NC(=O)c2c(F)cccc2F)s1)NC1CCCC1,-0.4,i,1.9,i,i,-7.0,i,4.9,i,1.9,i
Cc1cc(F)ccc1NCc1ccccc1[N+](=O)[O-],0.1,i,8.7,i,i,0.9,i,2.0,i,9.8,i
COc1ccc(S(=O)(=O)NCC2CCC(C(=O)O)CC2)cc1 (stereo unspecified),0.4,i,11.1,i,i,-26.9,i,-2.5,i,-2.6,i
COc1cc2[nH]c(=O)n(Cc3ccc(C(=O)NCCCN4CCN(C)CC4)cc3)c(=O)c2cc1OC,-0.2,i,3.4,i,i,6.3,i,3.2,i,-5.3,i
CCOC(=O)C1C(=O)CC(C)(O)C(C(=O)OCC)C1c1cccc(OC)c1 (stereo unspecified),0.2,i,17.8,i,i,-7.8,i,1.7,i,-4.9,i
O=S(=O)(c1ccc(Cl)nc1)N(Cc1ccccc1)Cc1ccccc1,-0.3,i,-8.6,i,i,-5.5,i,-5.0,i,0.2,i
COc1ccc(C2=NCCn3nc4cc([N+](=O)[O-])ccc4c32)cc1,0.1,i,-0.7,i,i,nt,i,nt,i,3.4,i
O=C(O)CCCNC(=O)c1ccccn1,0.1,i,-0.9,i,i,-1.6,i,2.8,i,-0.8,i
Cc1ccc(-c2[nH]c(=O)n3ccncc23)s1,0.0,i,-4.2,i,i,11.5,i,2.9,i,-1.5,i
CS(=O)(=O)N(CC(=O)Nc1cccnc1)c1ccc2c(c1)OCO2,-0.2,i,7.1,i,i,-6.5,i,5.7,i,-16.2,i
COC(=O)c1ccccc1NC(=O)c1ccccc1OC,0.0,i,0.2,i,i,-12.3,i,-2.2,i,-3.2,i
COc1ccc(S(=O)(=O)N2CCOCC2)cc1NC(=O)COC(=O)CCOc1ccc(C)cc1,-0.1,i,13.2,i,i,nt,i,nt,i,-5.1,i
CSCCC(NS(=O)(=O)c1ccc(C)cc1)C(=O)N1CCN(S(=O)(=O)c2ccc(F)cc2)CC1 (stereo unspecified),0.2,i,7.6,i,i,nt,i,nt,i,-6.1,i

# 4 compounds picked at random from those above:
SMILES,HIF act,TRPC4 block,aSyn UTR inh,TRPC6 activator,MrgX1 antag,KLF5 inhibitor,TRPC4 act,IEC-6 cytotox,TRPC6 inhibitor,SKKanGAS inh,TRPC4 PAM
Cc1cc(F)ccc1NCc1ccccc1[N+](=O)[O-],0.1,i,8.7,i,i,0.9,i,2.0,i,9.8,i
CSCCC(NS(=O)(=O)c1ccc(C)cc1)C(=O)N1CCN(S(=O)(=O)c2ccc(F)cc2)CC1 (stereo unspecified),0.2,i,7.6,i,i,nt,i,nt,i,-6.1,i
CCCCCCCC[n+]1c(C)n(-c2ccccc2)c2ccc(NC(C)=O)cc21,-1.2,i,-9.6,i,i,6.9,i,9.3,i,1.7,i
Cc1nc2cc(NC(=O)Nc3cccc4ccccc34)ccc2n1C,0.2,i,5.1,i,i,-140.2,i,-5.1,i,0.4,i
